NR5A2 inv ag: LRH-1 (NR5A2) inverse agonists, primary screen, cell-based, luminescence, HEK293T, StAR-luciferase reporter. hit rate 0.13% among 360,000. AID 602396, 2012. LRH-1 transfected, 24 h. inhibition, % at 3.6 µM;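 active = inhibition above the mean inhibition of all tested compounds plus 3 SD, cut at about 73% in these data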;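 note: 0% = DMSO wells and 100% = reporter-only cells lacking LRH-1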
MC4R antagonist: MC4R antagonists of cAMP signaling, primary screen, cell-based, TR-FRET, antagonist arm of biased-ligand search; Melanocortin receptor 4 (Homo sapiens), P32245; MC4R-expressing cells, MTII-stimulated cAMP, LANCE TR-FRET; inhibition, % at 6.5 µM; hit rate 0.48% among 360,000;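 active = inhibition above its plate's cutoff, the mean of tested wells on that plate plus 3 SD, cut at about 29% in these data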;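 note: 0% = Melanotan II alone and 100% = Melanotan II plus saturating MCL0020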
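Assay system: U2OS cells stably expressing human melanocortin 4 receptor (MC4R) / Dosing: 6.5 µM / Timing: compound 30 min, challenge 1 h, detection 1 h / Measured by: Eu-cAMP/anti-cAMP TR-FRET, emission 671 nm / Replicates: singlicate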
SRC1 inh: SRC1 coactivator transcriptional activity inhibitors, primary screen, cell-based, luminescence; HEK293 GAL4-SRC1 luciferase reporter; inhibition, % at 3.6 µM; hit rate 0.12% among 360,000;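 active = inhibition above the campaign mean plus 3 SD, with each screening campaign given its own cutoff, cut at about 60% in these data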;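 note: 0% = DMSO treated cells and 100% = gossypol at 36 µM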
MC4R ag barr: MC4R agonists recruiting beta-arrestin, primary screen, cell-based, luminescence, agonist arm of biased-ligand search; AID 540308, 2011; hit rate 0.98% among 360,000; U2OS MC4R beta-arrestin complementation; percent of melanotan II response, DMSO zero; activation, % at 8.9 µM; Melanocortin receptor 4 (Homo sapiens), P32245;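 active = activation above a per-plate cutoff, the mean activation of sample wells on that plate plus 3 SD, cut at about 8% in these data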
NCOA2 inhibitor: inhibition of GAL4-SRC2 driven luciferase reporter, primary screen, SRC2 inhibitor project, cell-based, luminescence; Nuclear receptor coactivator 2 (Homo sapiens), Q15596; HEK293 GAL4-SRC2 luciferase reporter; hit rate 0.17% among 370,000; inhibition, % at 9 µM;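 active = inhibition above the mean inhibition of all tested compounds plus 3 SD, set per campaign, cut at about 52% in these data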;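 note: 0% = DMSO treated cells and 100% = cells given Gossypol at 36 µM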
Target sequence (Q15596 whole entry, looked up, the tested form may be a part): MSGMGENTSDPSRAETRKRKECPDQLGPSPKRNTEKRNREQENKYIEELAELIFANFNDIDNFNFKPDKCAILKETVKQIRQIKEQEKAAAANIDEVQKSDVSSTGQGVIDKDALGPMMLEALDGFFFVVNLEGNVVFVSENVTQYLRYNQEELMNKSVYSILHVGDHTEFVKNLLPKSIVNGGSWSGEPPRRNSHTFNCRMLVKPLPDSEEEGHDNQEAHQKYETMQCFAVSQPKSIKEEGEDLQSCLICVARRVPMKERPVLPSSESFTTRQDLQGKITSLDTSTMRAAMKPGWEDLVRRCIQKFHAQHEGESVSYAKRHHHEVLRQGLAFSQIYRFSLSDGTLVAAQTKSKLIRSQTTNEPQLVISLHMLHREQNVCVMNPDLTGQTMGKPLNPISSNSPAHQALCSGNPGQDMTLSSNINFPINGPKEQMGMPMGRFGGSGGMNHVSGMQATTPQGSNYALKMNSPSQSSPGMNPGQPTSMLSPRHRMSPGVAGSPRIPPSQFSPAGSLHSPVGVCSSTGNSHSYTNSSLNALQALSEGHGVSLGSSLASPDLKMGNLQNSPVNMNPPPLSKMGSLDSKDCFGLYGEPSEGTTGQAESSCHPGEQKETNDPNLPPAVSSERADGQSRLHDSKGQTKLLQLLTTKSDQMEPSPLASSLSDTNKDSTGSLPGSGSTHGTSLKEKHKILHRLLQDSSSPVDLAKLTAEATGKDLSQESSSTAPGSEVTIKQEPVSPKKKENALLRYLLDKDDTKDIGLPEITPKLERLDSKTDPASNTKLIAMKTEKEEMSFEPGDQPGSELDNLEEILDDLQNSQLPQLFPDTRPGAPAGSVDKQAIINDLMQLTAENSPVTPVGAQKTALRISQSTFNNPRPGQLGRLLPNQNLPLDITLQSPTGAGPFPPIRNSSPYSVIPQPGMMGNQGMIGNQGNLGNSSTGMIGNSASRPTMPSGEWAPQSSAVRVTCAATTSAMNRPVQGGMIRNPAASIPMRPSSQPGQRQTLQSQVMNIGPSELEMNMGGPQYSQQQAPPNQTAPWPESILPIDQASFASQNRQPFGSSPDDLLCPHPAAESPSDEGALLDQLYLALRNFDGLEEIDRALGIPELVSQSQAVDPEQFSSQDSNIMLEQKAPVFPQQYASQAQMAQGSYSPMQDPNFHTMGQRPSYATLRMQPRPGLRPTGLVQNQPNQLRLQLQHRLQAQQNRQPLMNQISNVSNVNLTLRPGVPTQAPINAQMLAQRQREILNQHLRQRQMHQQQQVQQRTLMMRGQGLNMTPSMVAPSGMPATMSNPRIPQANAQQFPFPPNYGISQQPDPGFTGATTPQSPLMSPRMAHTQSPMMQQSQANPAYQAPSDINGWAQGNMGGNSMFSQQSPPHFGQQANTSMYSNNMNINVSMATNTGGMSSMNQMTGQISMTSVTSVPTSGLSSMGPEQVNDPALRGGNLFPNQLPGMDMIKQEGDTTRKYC
COUP-TFII inh: NR2F2 transcriptional activity inhibitors, primary screen, cell-based, luciferase reporter, HEK293T, luminescence | inhibition, % at 8.6 µM | HEK293T NGFI-A luciferase reporter | hit rate 0.7% among 370,000 | COUP transcription factor 2 (Homo sapiens), P24468 | AID 686940, 2013;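 active = inhibition above a per-plate cutoff, mean inhibition of test wells between control levels plus 3 SD, cut at about 38% in these data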;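 note: cells cotransfected with COUP-TFII expression vector driving the NGFI-A reporter; 0% = median of COUP-TF2 test wells and 100% = reporter-only cells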
EBV LMP1 NFkB: EBV LMP1-driven NF-kappaB luciferase reporter inhibitors, primary screen, cell-based, luminescence, single point; LMP1-induced NF-kappaB luciferase reporter cells; inhibition, % at 12.5 µM; hit rate 0.69% among 350,000; in the data active = inhibition above about 41%;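 note: 0% = neutral control wells and 100% = reference inhibitor control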
NOD2-RIPK2 inh: NOD2-RIPK2 binding disruptors in cells, primary screen, fluorescence, CHO cells, BLA complementation; CCF4 ratio; hit rate 0.38% among 360,000; inhibition, % at 4.98 µM; Receptor-interacting serine/threonine-protein kinase 2 (Homo sapiens), O43353; in the data active = inhibition above about 21%;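 note: 0% = vehicle only and 100% = reference blocker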
TLR9-MyD88 inh: inhibitors of TLR9-MyD88 association in cells, primary screen, cell-based, CHO, BLA complementation, fluorescence; CCF4 FRET ratio; inhibition, % at 4.98 µM; hit rate 0.21% among 340,000; AID 504734, 2011;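 active = inhibition above the mean over all tested compounds plus 3 SD, cut at about 21% in these data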;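 note: 0% = DMSO only wells and 100% = clavulanate BLA inhibitor control wells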
ABHD5-PLIN5 inh: ABHD5-PLIN5 interaction inhibitors, primary screen, cell lysate, split luciferase complementation, luminescence | Split G. princeps luciferase complementation, 4 h | AID 602281, 2012 | hit rate 0.78% among 360,000 | Perilipin-5 (Homo sapiens) + 1-acylglycerol-3-phosphate O-acyltransferase ABHD5 (Homo … | inhibition, % at 4 µM;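 active = inhibition above the mean inhibition across every tested compound plus 3 SD, cut at about 22% in these data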;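 note: 0% = DMSO only wells and the 100% control is not disclosed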
NCOA3 inh: SRC3 coactivator transcriptional activity inhibitors, primary screen, cell-based, luminescence; AID 588352, 2011; inhibition, % at 3.6 µM; hit rate 0.17% among 360,000; HEK293 GAL4-SRC3 luciferase reporter;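 active = inhibition above a per-campaign cutoff, the mean of all compounds plus 3 SD, cut at about 60% in these data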;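 note: 0% = DMSO-treated cells and 100% = gossypol-treated cells at 36 µM; higher means less SRC3-driven luciferase light from the GAL4 reporter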
An asterisk follows results filed as active; nt = no result given. Not all compounds are listed; the hit share may differ from the screen's.

SMILES | NR5A2 inv ag | MC4R antagonist | SRC1 inh | MC4R ag barr | NCOA2 inhibitor | COUP-TFII inh | EBV LMP1 NFkB | NOD2-RIPK2 inh | TLR9-MyD88 inh | ABHD5-PLIN5 inh | NCOA3 inh
COc1ccc(OC)c(NC(=O)COC(=O)c2ccc(S(=O)(=O)N3CCCCC3)cc2)c1 | -1.6 | 4.4 | -6.0 | -0.9 | -10.9 | -4.0 | -2.4 | -9.2 | 10.2 | -2.2 | 2.0
O=C(CCCCCn1c(=O)[nH]c2ccccc2c1=O)NCCc1c[nH]c2ccccc12 | 11.3 | 7.8 | -20.5 | -0.9 | 1.1 | 6.4 | -6.4 | 7.1 | 3.8 | 5.8 | 3.2
COCCCNC(=O)C1CC(=O)N(c2ccc(C)cc2)C1 (stereo not given) | 2.5 | -2.1 | -24.6 | -2.1 | -15.5 | 5.8 | -2.0 | -4.1 | 11.4 | -10.4 | 6.8
CCCC(=O)N1CCC1(C)C(=O)NS(=O)(=O)c1ccc(C(C)(C)C)cc1 (stereo not given) | -5.9 | 1.6 | -17.3 | -0.5 | -9.1 | -4.3 | nt | 0.1 | nt | -5.6 | -6.4
Cc1ccc(-n2nc(C)c(NC(=O)COC(=O)c3ccccc3NCCO)c2C)cc1 | 2.6 | 2.4 | 2.9 | 0.6 | 11.5 | -20.5 | 6.1 | -11.4 | -6.5 | -5.7 | -11.7
Cc1[nH][nH]c(=O)c1C(c1ccc(O)c([N+](=O)[O-])c1)c1c(C)[nH][nH]c1=O | 3.4 | -2.7 | -62.6 | -4.1 | 5.8 | -1.2 | 13.2 | -9.2 | 15.4 | -6.0 | 8.3
CN(C)C=Nc1ncc2c3ccccc3n(Cc3ccccc3)c2c1C#N | -1.9 | -4.6 | -1.3 | 0.0 | -10.7 | -8.2 | -0.6 | 4.8 | 2.0 | 0.0 | 7.3
Cc1ccc(S(=O)(=O)NCCC(=O)OCC(=O)N(Cc2ccccc2)C(C)(C)C)cc1C | 17.2 | 7.1 | -2.7 | 0.8 | 21.6 | -0.9 | -0.1 | 3.5 | -1.1 | -4.8 | 3.5
O=C(Nc1ccc(Br)c2cccnc12)c1ccc(Cn2cc([N+](=O)[O-])cn2)o1 | 9.1 | 5.2 | -5.5 | -0.2 | -3.6 | -12.3 | -4.4 | 3.0 | -0.2 | -3.7 | -3.0
O=C(Nc1ccccc1)c1cccc(=O)o1 | -4.9 | 10.1 | -8.1 | 3.9 | -10.3 | 5.6 | -13.4 | 3.5 | -2.7 | 5.8 | 6.2
COc1cc(NC(=O)C(=O)NCCN2CCNCC2)c(OC)cc1Cl | 10.1 | -4.9 | -15.8 | -0.3 | -9.9 | 0.3 | -5.7 | -1.8 | 0.5 | 0.6 | -14.0
Cc1ccccc1C(=O)O/N=C/c1c(N2CCOCC2)n(C)c2ccccc12 | 43.5 | 4.1 | 0.1 | -1.1 | 10.9 | 7.9 | 6.3 | 2.7 | -2.9 | -8.2 | 27.3
CCOC(=O)N1CCC(C(N)=O)CC1 | -1.9 | 4.4 | -11.1 | -1.3 | -4.7 | -4.6 | -16.5 | 1.9 | -9.5 | -1.7 | -10.4
CC(C)C(=O)Nc1ccc(Nc2ccccc2)cc1 | -12.5 | 1.3 | -18.7 | -1.5 | -22.3 | -22.7 | -4.3 | -8.2 | -1.0 | -0.1 | -24.1
Cc1ccc(S(=O)(=O)NN=Cc2ccco2)cc1 | 10.4 | 3.9 | 1.2 | -0.6 | -41.7 | 6.9 | 1.2 | -8.5 | 2.3 | 1.6 | -14.6
COc1ccc(CNC(=O)c2cccc3c2C(=O)N(Cc2cccnc2)C3)cc1 | 10.1 | 11.6 | 10.4 | 0.4 | 3.8 | -21.4 | -4.9 | 0.6 | 5.4 | 9.1 | 14.8
Cc1csc2ncc(C(=O)Nc3ccc(C(F)(F)F)cc3)c(=O)n12 | 20.9 | 7.3 | -7.7 | -0.4 | -14.7 | 30.4 | -4.2 | 2.2 | 1.0 | -1.7 | -6.0
O=C1C=C(N2CCCCC2)C2(CCCCC2)O1 | 20.4 | 19.5 | 1.9 | -1.1 | 3.9 | 5.2 | -4.4 | -7.2 | -0.8 | 3.9 | 16.6
COc1cc(/C=N/NC(=O)C2COc3ccccc3O2)cc(OC)c1OC (stereo not given) | -0.8 | -1.4 | -5.8 | -1.9 | -10.0 | -6.4 | 2.3 | -1.5 | 14.4 | -9.8 | 5.2
CC1(C)CC(=O)c2sc(N)nc2C1 | 21.0 | 10.6 | 24.6 | 1.8 | 3.8 | 4.5 | -8.6 | -0.7 | -7.7 | -2.1 | 25.9
Cc1cccc(C(=O)Nc2cccc(C(=O)N3CCOCC3)c2)c1 | 8.0 | 6.1 | -20.8 | -1.2 | -15.0 | 4.0 | -15.9 | 2.8 | -3.6 | 0.3 | -17.8
CCOc1cc(C2Nc3ccccc3C(=O)N2c2ccccc2)c(Br)cc1OCC(=O)O (stereo not given) | -8.7 | 3.3 | -5.3 | 0.6 | -2.8 | -19.2 | -6.4 | -4.4 | 0.7 | -4.9 | -7.1
COc1cc(C#N)ccc1OCC(=O)Nc1ccc(C)c(S(=O)(=O)N2CCOCC2)c1 | 3.1 | 18.8 | -8.6 | 2.7 | -0.3 | -13.2 | -3.8 | -4.2 | 0.8 | -4.9 | 17.2
CCC1CCCCN1CCCNC(=O)C1CCCN(S(=O)(=O)N2CC(C)CC(C)C2)C1 (stereo not given) | -15.3 | 6.7 | -11.1 | -0.8 | 13.8 | 4.8 | -5.7 | -8.2 | 0.6 | -4.8 | 13.5
CCN(C(=O)CN1CCCCC1C)c1c(N)n(Cc2ccccc2)c(=O)[nH]c1=O (stereo not given) | 15.6 | -2.3 | -1.8 | -0.1 | 18.2 | -32.7 | 0.0 | -4.5 | -3.2 | 3.8 | -22.1

Part of the list above, with values ahead of the structure.
NR5A2 inv ag | MC4R antagonist | SRC1 inh | MC4R ag barr | NCOA2 inhibitor | COUP-TFII inh | EBV LMP1 NFkB | NOD2-RIPK2 inh | TLR9-MyD88 inh | ABHD5-PLIN5 inh | NCOA3 inh | structure
-1.9 | 4.4 | -11.1 | -1.3 | -4.7 | -4.6 | -16.5 | 1.9 | -9.5 | -1.7 | -10.4 | CCOC(=O)N1CCC(C(N)=O)CC1
-12.5 | 1.3 | -18.7 | -1.5 | -22.3 | -22.7 | -4.3 | -8.2 | -1.0 | -0.1 | -24.1 | CC(C)C(=O)Nc1ccc(Nc2ccccc2)cc1

(continued)
SMILES | NR5A2 inv ag | MC4R antagonist | SRC1 inh | MC4R ag barr | NCOA2 inhibitor | COUP-TFII inh | EBV LMP1 NFkB | NOD2-RIPK2 inh | TLR9-MyD88 inh | ABHD5-PLIN5 inh | NCOA3 inh
Brc1ccc(-c2nc3ncccn3c2Nc2ccc3c(c2)OCCO3)o1 | -4.2 | 2.4 | -1.3 | -2.0 | -9.8 | 19.3 | -3.8 | -2.8 | 4.2 | 1.7 | 0.3
CCOC(=O)Cn1c(=O)n(CC(=O)OCC)c2ccccc21 | 2.8 | -5.2 | -0.7 | -0.5 | -9.4 | -2.7 | 6.3 | 0.5 | 0.4 | -1.2 | -0.8
CN(Cc1ccco1)S(=O)(=O)c1ccc2c(c1)CCN2C(=O)CCC(=O)O | 8.5 | 9.5 | -7.3 | -0.3 | -15.8 | 3.0 | 1.3 | 6.8 | 0.7 | -1.4 | 23.8
CCN(CCn1cccn1)C(=O)c1cc(COc2cc(C)ccc2C)on1 | -72.4 | 0.6 | -77.4 | -1.5 | -86.0 | -40.5 | -18.1 | 6.7 | 1.7 | 2.8 | -108.9
CSC(=NC#N)N1CCN(C(c2ccccc2)c2ccccc2)CC1 | 28.0 | -1.7 | -15.8 | -0.4 | -33.6 | 23.1 | 7.9 | 0.1 | 1.1 | 5.5 | 9.7
O=C1CCN(C(=O)Nc2cccc(Cl)c2)N1 | 5.9 | 6.7 | 4.3 | 4.0 | 8.2 | 13.6 | 3.1 | 0.5 | 3.9 | 14.5 | -4.2
COCCNC(=O)c1cc2ncc(Br)cn2n1 | -8.4 | 5.6 | 0.8 | -2.0 | -10.7 | -5.0 | -5.5 | -2.2 | -10.0 | -0.6 | 5.2
N#Cc1ccc(COc2ccc(CCO)cc2-n2nc3ccccc3n2)cc1 | 0.5 | 4.0 | -7.0 | -0.6 | -10.4 | -3.2 | -3.3 | 0.6 | 1.3 | 9.0 | -9.1
COc1ccc([N+](=O)[O-])cc1/C=N/Nc1nn[nH]n1 | 6.9 | -16.8 | 1.9 | -0.8 | -15.3 | -6.7 | 7.8 | -6.7 | -2.0 | 1.6 | -0.3
CC(=O)n1cc([C@H]2C=C(C(=O)NCc3ccccc3)O[C@@H](OCc3ccc(CO)cc3)C2)c2ccccc21 | 21.8 | 13.4 | -21.3 | -1.2 | -8.5 | -0.4 | 2.9 | 7.0 | 8.7 | 1.0 | -8.4
COc1ccc(S(=O)(=O)N2CCOCC2)cc1NC(=O)Cc1ccc(F)cc1 | -7.3 | -9.5 | 4.7 | 4.0 | -8.7 | 15.4 | -0.5 | 6.5 | 10.4 | 0.1 | -20.8
COc1ccc(-c2nnc(SCC3CCCO3)n2C)cc1 (stereo not given) | -11.6 | 5.0 | -8.4 | -0.7 | -8.6 | -4.4 | -4.4 | -14.4 | 5.9 | 8.4 | -7.2
Cc1cccc(NC(=O)C2CCCN(S(=O)(=O)c3c(C)nn(C)c3C)C2)c1 (stereo not given) | 0.9 | 14.1 | -17.7 | -0.6 | -10.0 | 8.3 | 1.8 | 4.2 | -2.2 | -1.7 | 19.2
O=S(=O)(c1ccc(Cl)cc1)c1cnc2ccccc2n1 | 15.5 | 13.8 | -11.5 | -3.6 | 9.0 | -12.8 | 7.5 | -2.4 | -0.3 | 12.3 | 7.7
CC(=O)Nc1ccc(NC(=O)C2CCN(C(=O)C3CC(=O)N(c4ccc(C)cc4)C3)CC2)cc1 (stereo not given) | -2.2 | 1.9 | 8.6 | -0.7 | -14.3 | -16.5 | -2.7 | -1.6 | -6.4 | 0.9 | 5.9
CN1OC[C@@H]2CN[C@H](c3cccc(Oc4ccccc4)c3)C[C@@H]21 | -21.5 | 3.6 | 7.8 | -0.1 | -30.3 | 0.0 | -2.8 | 4.6 | 3.3 | 4.5 | -4.4
